TEAD-YAP inh: TEAD-YAP interaction inhibition, primary screen, TEAD-YAP interaction inhibitor project, luminescence, HEK-TIYL cells. TEAD-Gal4/YAP UAS-luciferase luminescence. inhibition, % at 9.12 µM. 1.4% of 640,000 active. AID 1259422, 2018; in the data active = inhibition above about 32%;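 note: 0% = median of test compound wells and 100% = reference inhibitor wells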
FBW7 act: FBW7 E3 ligase activators, primary screen, biochemical, AlphaScreen, human. 0.13% of 650,000 active. normalized activity (activation), % at 26.1 µM. AlphaScreen FBW7–phospho-cyclin E peptide binding, activator screen. F-box/WD repeat-containing protein 7 (Homo sapiens), Q969H0; in the data active = normalized activity above about 1.9%;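 note: purified mutant Fbw7 with reduced substrate affinity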
Target sequence (Q969H0 whole entry, looked up): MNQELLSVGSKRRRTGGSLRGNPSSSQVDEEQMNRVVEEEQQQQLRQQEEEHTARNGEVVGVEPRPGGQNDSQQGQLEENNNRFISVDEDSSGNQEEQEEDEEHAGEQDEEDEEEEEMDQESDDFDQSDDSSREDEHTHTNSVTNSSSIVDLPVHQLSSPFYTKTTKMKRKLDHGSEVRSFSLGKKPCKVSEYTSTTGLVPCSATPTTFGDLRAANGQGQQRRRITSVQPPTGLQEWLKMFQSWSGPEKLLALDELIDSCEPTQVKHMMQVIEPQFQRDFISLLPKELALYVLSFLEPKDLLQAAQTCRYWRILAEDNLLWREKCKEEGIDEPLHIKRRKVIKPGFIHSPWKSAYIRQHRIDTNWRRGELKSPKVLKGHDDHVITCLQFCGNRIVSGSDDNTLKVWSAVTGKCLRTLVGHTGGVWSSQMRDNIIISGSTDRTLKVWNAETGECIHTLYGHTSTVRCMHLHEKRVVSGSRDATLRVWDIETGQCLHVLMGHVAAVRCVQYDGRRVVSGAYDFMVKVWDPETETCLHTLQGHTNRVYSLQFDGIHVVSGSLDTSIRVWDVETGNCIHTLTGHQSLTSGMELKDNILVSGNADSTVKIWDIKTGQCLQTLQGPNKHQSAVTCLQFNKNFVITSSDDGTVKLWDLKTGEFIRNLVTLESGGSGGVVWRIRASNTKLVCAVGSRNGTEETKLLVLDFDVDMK
GPR151 activ: activators of human GPR151, primary screen, cell-based, PathHunter beta-arrestin, luminescence; activation, % at 11.2 µM; AID 1508602, 2020; G-protein coupled receptor 151 (Homo sapiens), Q8TDV0; PathHunter beta-arrestin GPR151 cells; 1% of 650,000 active; in the data active = activation above about 4.9%;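 note: 0% = median of compound wells and 100% = cells with positive control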
MITF inh: MITF inhibitors, primary screen, biochemical, AlphaScreen, human; Microphthalmia-associated transcription factor (Homo sapiens), O75030; AlphaScreen MITF homodimerization, bead proximity signal; inhibition, % at 2.6 µM; 0.91% of 650,000 active; AID 1259374, 2018; in the data active = inhibition above about 50%;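 note: 0% = vehicle wells with protein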
The depositor's hits bear a star.

No.	canonical_smiles	TEAD-YAP inh	FBW7 act	GPR151 activ	MITF inh
1	O=C(CCc1ccccc1)NCC(=O)N/N=C/C=C/c1ccccc1	-4	-0.1	-0.8	-10
2	COc1ccc(-n2nc(C(=O)NCC(=O)NCCN(C)C)c3ccccc3c2=O)c(OC)c1	-4	0.1	0.0	17
3	CN1CCN(C(CNS(=O)(=O)c2cccc(Cl)c2)c2ccc(N(C)C)cc2)CC1 (stereo not drawn)	-16	-0.4	-0.3	6
4	OCCC1CCCCN1c1ccnc2c(-c3ccc(N4CCOCC4)cc3)cnn12 (stereo not drawn)	-7	0.5	0.1	-3
5	c1ccc(-n2nnnc2Oc2ccc3ccccc3c2)cc1	-43	-0.1	-1.4	-16
6	CCOc1ccc(S(=O)(=O)NC(C)(C)C)cc1C	2	0.1	0.0	1
7	COc1ccc(NC(=O)C23CC4CC(C2)CC(n2nnc(C)n2)(C4)C3)cc1Cl	-6	-0.4	-0.8	-12
8	CCc1ccc(-c2nc(CS(=O)CC(=O)NCCc3ccccc3)c(C)o2)cc1 (stereo not drawn)	-18	0.6	-0.5	11
9	O=C(CSc1ncccc1C(=O)O)Nc1ccc(F)c(Cl)c1	8	0.1	-0.8	9
10	CC(Cc1ccccn1)NC(=O)CCc1nnc(Cc2cccc(C(F)(F)F)c2)o1 (stereo not drawn)	-24	-0.1	-0.7	4
11	COC(=O)c1c(NC(=S)Nc2nc(C)cc(C)n2)sc2c1CCC2	6	-0.1	-0.7	2
12	CCCCSc1nnc2c(n1)OC(c1cccc(C)n1)N(C(C)=O)c1ccccc1-2 (stereo not drawn)	4	0.0	-0.3	-5
13	COc1cc(CNCc2ccccc2C(F)(F)F)cc(OC)c1OC	-1	0.1	2.2	65*
14	CCN(CC)C(=O)C1c2ccccc2C(=O)N(C2CCCCC2)C1c1ccc(OC)cc1 (stereo not drawn)	3	-0.2	-0.5	2
15	CSc1ccc2nnc(-c3ccc(C)cc3)n2n1	-31	0.5	0.1	1
16	CS(=O)(=O)N(CC/C(N)=N\O)Cc1ccco1	11	0.1	0.8	-3
17	Cc1ccc(C2=CC(c3ccc(F)cc3)n3nnnc3N2)cc1 (stereo not drawn)	0	0.0	-0.1	-4
18	C=CCSc1nnc2c(n1)OC(c1ccc(N(C)C)cc1)N(C(C)=O)c1ccccc1-2 (stereo not drawn)	7	-0.1	0.8	7
19	O=C(O)c1ccc(N2CCN(C(=O)c3ccc4oc(-c5cccnc5)nc4c3)CC2)c([N+](=O)[O-])c1	-6	0.2	-6.6	15
20	Cc1cccc(Nc2nnc(SCC(=O)Nc3ccccc3C#N)s2)c1	-8	0.1	-2.6	6
21	Cc1ccnc(NC(=S)NC(=O)c2ccc(F)cc2)c1	-19	-0.1	-0.4	10
22	CCC(CO)NC(=O)C1COc2ccccc2O1 (stereo not drawn)	0	0.1	2.1	-2
23	CC(Oc1ccc(Cl)cc1Cl)C(=O)NNC(=O)c1ccccc1[N+](=O)[O-] (stereo not drawn)	-1	0.0	1.6	-3
24	COC(=O)Cn1cnc2c(nnn2-c2ccc(C)cc2)c1=O	6	-0.2	0.3	6
25	Cc1c(C(=O)Nc2cccc(C(F)(F)F)c2)sc2ncnc(N3CCCCC3)c12	5	-0.1	2.1	-6
26	COc1cc(/C=N/O)cc(Cl)c1OC	-9	-0.2	1.5	-2
27	COc1ccc(N2CCN(C(=O)C(C)Oc3ccccc3)CC2)nn1 (stereo not drawn)	-13	0.2	1.2	-8
28	Cc1ccc(NC(=O)c2sc3nc(C)nc(N4CCCCC4C)c3c2C)c(Br)c1 (stereo not drawn)	5	0.0	1.4	8
29	CN1CCN(S(=O)(=O)c2ccc(NS(=O)(=O)c3ccccc3)cc2)CC1	-13	-0.3	-0.8	3
30	Cc1nnc(SCC(=O)N2CCCCCC2)[nH]c1=O	9	0.1	-0.9	11
31	N#C/C=C1/N(C(=O)CCl)N=C(N2CCOCC2)N1c1ccccc1	2	0.1	1.2	4
32	O=C(CSc1nc2ccccc2c(=O)n1Cc1ccco1)NCc1ccccc1	8	0.0	-2.5	12
33	COc1cccc(-n2c(O)c(C=Nc3ccc(OC)cc3OC)c3ccccc3c2=O)c1	2	0.0	0.8	-1
34	Cc1nn(CC(=O)Nc2ccc(F)cc2)c(=O)c2cccn12	-5	-0.1	-0.6	-5
35	COc1ccc(C(=O)N2CCN(Cc3ccccc3Br)CC2)cc1	3	-0.1	-0.3	59*
36	CC(NC(=O)c1cccnc1)c1nnc2n1CCN(Cc1ccccc1)CC2 (stereo not drawn)	-4	-0.3	2.7	5
37	O=C(N/C(=C/c1ccc(F)cc1)C(=O)N1CCCCC1)c1ccco1	-2	-0.2	6.6*	-8
38	Nc1ccc(C(=O)N2N=C3CCCCC3C2(O)C(F)(F)F)cc1 (stereo not drawn)	6	-0.1	0.0	8
39	CCOc1ccc(-c2nnc(NC(=O)C34CC5CC(CC(C5)C3)C4)s2)cc1	-9	-0.1	-0.6	-9
40	O=C1/C(=C/c2cccs2)SC(=Nc2ccccc2)N1C1CCCC1	-29	-0.3	1.0	-4
41	CCOC(=O)c1cnc2ccc(OCC)cc2c1Nc1ccc(C)c(Cl)c1	3	-0.1	-1.5	8
42	COc1ccc(N2CCN(C(=O)c3ccc4ccccc4c3)CC2)nn1	0	-0.1	-0.8	-2
43	O=C(CN(Cc1ccc(Cl)cc1Cl)S(=O)(=O)c1ccccc1)N1CCOCC1	2	-0.1	0.0	-13
44	O=C(CSc1nnc(C2CCCCC2)o1)Nc1ccccc1Cl	3	1.2	0.5	15
45	C/C(=N/NC(=O)c1c[nH]c2ccccc12)c1cccc(Br)c1	-30	-0.1	0.3	-4
46	CCOC(=O)c1sc(NC(=S)NCC2CCCO2)cc1C (stereo not drawn)	-8	-0.2	2.4	-9
47	COc1ccccc1NC(=O)c1ccc([N+](=O)[O-])cc1	-20	-0.2	1.3	-4
48	CCOc1cc(/C=c2/sc3nc4c(C)c(C)ccc4n3c2=O)ccc1OC	8	-0.1	-1.6	-12
49	Cc1csc(SCC(=O)NC(=O)Cc2ccccc2)n1	2	0.3	0.4	14
50	O=C(Nc1ccccc1-c1nc2ccccc2[nH]1)c1cc([N+](=O)[O-])ccc1Cl	-5	0.3	-0.7	18
51	Cc1ccc(CS(=O)(=O)CCC(=O)NCCC(C)C)cc1	12	0.6	2.2	12
52	CC(C)=CC(=O)Nc1ccc(Cl)cc1	-82	0.8	-4.9	-3
53	S=C(Nc1ccc(Cl)c(Cl)c1)N1CCCC1	-31	0.1	-1.3	-4
54	O=C(c1ccc2c3c(cccc13)CC2)N1CCOCC1	5	-0.1	0.6	16
55	CCc1cc2c(s1)SC(c1ccc(OC)cc1)NC2=O (stereo not drawn)	-9	-0.1	0.5	1
56	COc1ccc(C2C(C(=O)Nc3nc4ccc(OC)cc4s3)c3ccccc3C(=O)N2c2ccc(OC)cc2)cc1 (stereo not drawn)	20	0.4	-1.0	24
57	CC1CCCCC12NC(=O)N(CC(=O)OCC(=O)Nc1ccc(Cl)cn1)C2=O (stereo not drawn)	-1	0.1	1.5	-2
58	COc1cc2c(cc1OC)CN(C(=O)c1ccc(CNS(=O)(=O)c3cc(C)ccc3C)cc1)CC2	11	0.1	-0.8	-18
59	C=CCOc1ccc(/C(O)=C2\C(=O)C(=O)N(CCCN3CCOCC3)C2c2ccc(OC)c(OC)c2)c(C)c1 (stereo not drawn)	-6	-0.1	1.1	-1
60	O=C(N/N=C/c1c2ccccc2cc2ccccc12)c1ccco1	-6	0.3	0.5	24

Entries shown so far containing a thiophene ring, fused or not:
No.	canonical_smiles	TEAD-YAP inh	FBW7 act	GPR151 activ	MITF inh
11	COC(=O)c1c(NC(=S)Nc2nc(C)cc(C)n2)sc2c1CCC2	6	-0.1	-0.7	2
25	Cc1c(C(=O)Nc2cccc(C(F)(F)F)c2)sc2ncnc(N3CCCCC3)c12	5	-0.1	2.1	-6
28	Cc1ccc(NC(=O)c2sc3nc(C)nc(N4CCCCC4C)c3c2C)c(Br)c1 (stereo not drawn)	5	0.0	1.4	8
40	O=C1/C(=C/c2cccs2)SC(=Nc2ccccc2)N1C1CCCC1	-29	-0.3	1.0	-4
46	CCOC(=O)c1sc(NC(=S)NCC2CCCO2)cc1C (stereo not drawn)	-8	-0.2	2.4	-9
55	CCc1cc2c(s1)SC(c1ccc(OC)cc1)NC2=O (stereo not drawn)	-9	-0.1	0.5	1

(next part)
No.	canonical_smiles	TEAD-YAP inh	FBW7 act	GPR151 activ	MITF inh
61	CCCC1CCC(c2ccc(-c3noc(-c4ccc([N+](=O)[O-])cc4)n3)cc2)CC1 (stereo not drawn)	9	0.1	-0.3	2
62	COc1ccc(Br)cc1/C=C1\N=C(c2cc(C)ccc2[N+](=O)[O-])OC1=O	-6	-0.1	0.4	-6
63	Cc1cc(NC2CC2)nc(-c2ccc(C(=O)N3CCN(C)CC3)cc2)n1	-6	0.1	0.1	4
64	COc1ccc(CCN2CCc3nc4nc(C)ccc4cc3C2)cc1OC	1	0.1	-2.0	12
65	NNc1nc(Nc2cccc(Cl)c2)nc(N2CCOCC2)n1	-15	1.1	-0.6	14
66	Cc1ccccc1Nc1c(-c2cccs2)nc2cnccn12	-15	0.2	1.5	-13
67	O=C(Nc1cccc2ccccc12)c1ccc2nsnc2c1	-5	0.0	0.8	12
68	Cc1nn(C)c(C(=O)NNC(=S)Nc2ccc(F)cc2F)c1Br	-35	-0.1	0.3	-2
69	COc1ccccc1CCNC(=O)CSc1ccc(-c2ccc(-n3ccnc3)cc2)nn1	-6	-0.1	1.3	-8
70	c1ccc2[nH]c(CNc3ccnc(N4CCN(Cc5ccc6c(c5)OCO6)CC4)n3)nc2c1	-7	0.2	2.8	14
71	CCOc1ccc(NC(=O)C(=O)NCCOc2ccccc2)cc1	2	0.6	0.0	-3
72	O=C(CCSc1ccccc1)Nc1nc2ccc(F)cc2s1	0	0.0	0.0	7
73	Cn1c(CNc2ccc(F)cc2)c(C#N)c2ccccc21	-21	-0.2	0.3	4
74	Cn1c(=O)c2ccccc2n2c(SCC(=O)N3CCCc4ccccc43)nnc12	12	0.2	0.0	12
75	CC1CC(C)CN(C(=O)CN(C)S(=O)(=O)c2cc3c(cc2Cl)NC(=O)CO3)C1 (stereo not drawn)	7	0.4	-2.2	-2
76	Cc1ccc(S(=O)(=O)N2CCN(C(=O)CSc3nnc(C)c(=O)[nH]3)CC2)cc1	0	-0.1	1.3	2
77	COc1ccc2oc(=O)c(-c3ccccc3)c(C)c2c1	-2	0.2	0.8	4
78	CCOc1cccc(C2CC(c3ccc(C)cc3)=NC(c3ccc(OC)c(Br)c3)N2)c1O (stereo not drawn)	-50	-0.2	0.3	7
79	O=C(NCCC1=CCCCC1)C1CC(=O)N(C2CCCCCC2)C1 (stereo not drawn)	5	0.8	-1.7	4
80	Clc1c(OCCOCCN2CCOCC2)ccc2ccccc12	-39	0.0	1.9	-8
81	O=C1CCCN1CCCNc1cc(-c2cccs2)ncn1	-13	0.1	2.6	19
82	O=C(NNC(=O)c1cc2ccccc2oc1=O)c1ccc(Br)cc1	4	0.0	-0.3	8
83	CC(C)(C)c1nc(SCC(=O)NC2CC2)c2ccccc2n1	3	0.1	0.2	6
84	CC(=O)c1cc2c(cc1NC(=O)CN1CCOCC1)OCO2	2	-0.2	0.7	1
85	CC(=O)NC1=NN(C(C)=O)C2(CCCC2)S1	-4	1.7	-0.9	8
86	CN1C(=O)/C(=C\c2sc(N3CCOCC3)nc2-c2ccccc2)c2ccccc21	0	-0.1	-1.0	9
87	Nc1c(/C=C2\C=Nc3ccccc32)c(=O)nc2sc(N3CCCC3)nn12	3	-0.1	-0.7	0
88	C/C(=N\NC(=O)CNC(=O)c1ccc(Cl)cc1)c1cc2c3c(cccc3c1)CC2	-2	-0.1	-0.7	-7
89	CC1=NN(c2cccc(Cl)c2)C(=O)/C1=C/c1ccc(-c2ccc(F)cc2)o1	-2	0.1	1.5	8
90	CC(=O)C1C(=O)CC(C)(O)C(C(C)=O)C1c1cccc(F)c1 (stereo not drawn)	1	0.5	-1.1	7

Other results follow.
no.	canonical_smiles	TEAD-YAP inh	FBW7 act	GPR151 activ	MITF inh
91	COc1cc(C2C(=O)N(C3CCC(C)CC3)CC(=O)N2Cc2ccccc2Cl)ccc1OC(C)C (stereo not drawn)	0	-0.1	1.6	0
92	O=S(=O)(Nc1ccc(-c2cn3ccsc3n2)cc1)c1ccccc1C(F)(F)F	-28	0.1	-1.2	0
93	COc1cc(OC)cc(C(C)(C)OC(=O)N[C@@H](CCC(N)=O)C(=O)O)c1	-8	0.1	1.0	-3
94	C/C(=N\NC(=O)COc1cccc(Br)c1)c1ccc(C)cc1	-1	-0.1	1.3	-11
95	O=C(NCCc1ccc(Cl)cc1)c1ccc[nH]c1=S	28	0.0	3.7	-17
96	O=C1c2cc(Cl)c(Cl)cc2C(=O)N1c1ccc([N+](=O)[O-])cc1	0	-0.1	-0.2	-2
97	CCCCCCCn1c(=O)c2c(nc3oc(C)cn32)n(C)c1=O	3	1.4	-0.2	-1
98	O=c1[nH]c2ccccc2n1CN1CCOCC1	-3	0.1	1.7	90*
99	COc1ccc2c(C)nc(N3CCC(NCC(C)c4ccccc4)CC3)nc2c1 (stereo not drawn)	-6	0.5	-1.5	20
